B2AR arrestin: beta2AR (human) beta-arrestin recruitment activity. P07550. beta-arrestin recruitment to beta2AR, cell-based reporter. Potency, µM (series often up to 46.1 µM), inactives show at the highest dose activation, actives largely listed as activators. 0.02% of 330,000 active;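 further: potency means the concentration at half of the fitted maximal effect; 0% = DMSO controls and full agonism = EC100 isoproterenol or metaproterenol; nearly all actives have a fitted effect of over 65% in size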
Coupling enz: counter-screen for Giardia aldolase inhibitors: coupling enzyme system | coupling enzyme system counterscreen, AmpLite Red fluorescence | activity change, negative = inhibition, % at 58.2 µM, hits read low | 0.67% of 290,000 active; in the data active means activity change below about -30%
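First, compound is pin-transferred into glyceraldehyde-3-phosphate coupling-enzyme reagent at 57.5 uM final and held 10 min at RT. Next, substrate, coupling system and AmpLite Red are added. After 20 min RT, fluorescence (525/598 nm) is read.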
uPA surface inh: inhibitors of cell surface uPA generation. cell surface uPA generation assay, qHTS. Potency, µM (titrated, usually from 38.3 µM), without a hit: top-dose activity change, negative = inhibition, most hits filed as inhibitors. 0.31% of 330,000 active. AID 540303; active means well fitted inhibition curve with a large enough effect; inconclusive means small, poorly fitted or top-dose-only effect; inactive means no such curve, though single readings can be large or run the other way; tested in mouse RAW 264.7 cells; further: potency means the concentration at half of the fitted maximal effect; nearly all actives have a fitted effect of over 55% in size
Giardia killer: Giardia lamblia killing; Giardia lamblia trophozoite viability; activity change, % at 7.66 µM, hits read low; 0.15% of 340,000 active; AID 540267; in the data active means activity change below about -80%; inconclusive means between about -30% and that limit;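 further: parasites exposed to compound for two days anaerobically before the ATP read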
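Each well holds 100 Giardia trophozoites and compound. After two days (48 hrs) at 37 deg C in anaerobic conditions, ATP is quantified by luminescence.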
Eya2 phos inh: blocks the phosphatase activity of human Eya2; Potency, µM (top dose mostly 76.9 µM), for the others: top-dose activity, negative = inhibition, hits mostly inhibitors; 0.006% of 330,000 active; recombinant Eya2, OMFP fluorescence dephosphorylation (OMFP is methylfluorescein phosphate); O00167; AID 488837; further: potency means the concentration at half of the fitted maximal effect
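Eya2 protein (added as 0.2 uM solution) was preincubated with compound for 10 min at ambient temperature in 50 mM HEPES pH 7.5, 50 mM NaCl, 5 uM MgCl2, 0.05% BSA, 1 mM DTT. OMFP (added at 50 uM) then reacted 10 min; fluorescence read at 485/525 nm.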
GALK inh: inhibitors of human galactokinase | P51570 | Purified GALK, Kinase-Glo residual ATP luminescence | Potency, µM (titrated, usually from 57.5 µM), for the others: top-dose activity change, negative = inhibition, actives largely listed as inhibitors | 0.007% of 270,000 active | AID 1868; further: potency means the concentration at half of the fitted maximal effect
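Kinase-Glo Plus luminescence measured ATP left after a 1 h room-temperature reaction. The reaction used 5 nM GALK, 100 uM galactose and 35 uM ATP at pH 8.0 (20 mM HEPES, 5 mM MgCl2, 60 mM NaCl, 1 mM DTT, 0.01% BSA).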
PKM2 act: PKM2 (human) enzyme activation; P14618; 0.34% of 260,000 active; purified PKM2, Kinase-Glo ATP luminescence, activation; response scale: 0% is enzyme alone, no compound; Potency, µM (titrated, usually from 57.5 µM), without a hit: top-dose activation, most hits filed as activators; further: potency means the concentration at half of the fitted maximal effect; nearly all actives have a fitted effect of over 55% in size
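Kinase-Glo luminescence reports ATP generated from ADP (0.1 mM) and PEP (0.5 mM) by purified hPK-M2 after 1 h at room temperature, pH 7.2 imidazole buffer; intermediate enzyme activity allows detecting inhibitors and activators.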
KCNH2 3.1 inh: blocks the human KCNH2 3.1 channel isoform | 0.95% of 340,000 active | activity change, % (tested at about 1.8 µM) | U2OS KCNH2 3.1, thallium flux FluxOr; hits give low values;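 active means maximum activity change below -70%; inconclusive means maximum activity change from -70% to -50%; inactive means maximum activity change above -50%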;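 further: thallium influx rate constant from kinetic fluorescence after stimulation buffer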
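Steps: virus added to U2OS suspension (4 h, RT, dark); medium with 10% FBS added, cells plated, 37 C overnight; FluxOr/Red40 loading buffer 45 min RT; stimulation buffer, 2 min kinetic read; rate constant normalized.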
BCR signal inh: chronic active BCR signaling inhibition; ABC-DLBCL IkBa-CBG/CBR reporter, luminescence ratio, 4 h; Potency, µM (top dose mostly 46.1 µM), for the others: at the highest dose ratio change, negative = lower green/red ratio, hits mostly inhibitors; 0.05% of 340,000 active; AID 493014; active means well fitted inhibition curve with a large enough effect in the signal ratio, with a control signal flat, not every such curve was filed as active; inconclusive means small, poorly fitted or top-dose-only effect, or effect the other way, or a change in a side signal; the % refers to the signal ratio;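 further: potency means the concentration at half of the fitted maximal effect; plate controls were basal doxycycline-induced cells for no effect and cells given 10 µM MG132 for full effect; MG132 reads +100%, hits lower the ratio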
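TMD8 ABC-DLBCL cells carrying doxycycline-inducible green luciferase fused to IkappaBalpha plus unfused red luciferase were exposed to compounds (up to 46 uM) for 4 hrs at 37C. Activity came from the overlap-corrected green/red luminescence ratio.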
USP2a block: inhibitors of human ubiquitin-specific protease USP2a; USP2 core, Ub-CHOP2 coupled fluorogenic reporter, 485/531; Potency, µM (titrated, usually from 38.3 µM), without a hit: top-dose activity change, negative = inhibition, most hits filed as inhibitors; 0.01% of 330,000 active; AID 463254;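 further: potency means the concentration at half of the fitted maximal effect; plate controls were DMSO wells for no effect and full inhibition by NEM control for full effect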
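Deubiquitinase activity read as fluorescence (485/531 nm) after Ub-CHOP2 cleavage activates the enterokinase reporter on its substrate; USP2 core 10nM, Ub-CHOP2 and substrate 25nM each, 30min compound preincubation then 60min RT; data normalized to NEM, curves fitted.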
hERG WT inh: blocks the wildtype human KCNH2 potassium channel; U2OS, BacMam KCNH2, thallium flux FluxOr; hits give low values; activity change, % at 1.84 µM; Q12809; AID 720551; 0.37% of 340,000 active;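 active means maximum activity change below -70%; inconclusive means maximum activity change between -70% and -50%; inactive means maximum activity change above -50%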
Target sequence (Q12809 whole entry, looked up): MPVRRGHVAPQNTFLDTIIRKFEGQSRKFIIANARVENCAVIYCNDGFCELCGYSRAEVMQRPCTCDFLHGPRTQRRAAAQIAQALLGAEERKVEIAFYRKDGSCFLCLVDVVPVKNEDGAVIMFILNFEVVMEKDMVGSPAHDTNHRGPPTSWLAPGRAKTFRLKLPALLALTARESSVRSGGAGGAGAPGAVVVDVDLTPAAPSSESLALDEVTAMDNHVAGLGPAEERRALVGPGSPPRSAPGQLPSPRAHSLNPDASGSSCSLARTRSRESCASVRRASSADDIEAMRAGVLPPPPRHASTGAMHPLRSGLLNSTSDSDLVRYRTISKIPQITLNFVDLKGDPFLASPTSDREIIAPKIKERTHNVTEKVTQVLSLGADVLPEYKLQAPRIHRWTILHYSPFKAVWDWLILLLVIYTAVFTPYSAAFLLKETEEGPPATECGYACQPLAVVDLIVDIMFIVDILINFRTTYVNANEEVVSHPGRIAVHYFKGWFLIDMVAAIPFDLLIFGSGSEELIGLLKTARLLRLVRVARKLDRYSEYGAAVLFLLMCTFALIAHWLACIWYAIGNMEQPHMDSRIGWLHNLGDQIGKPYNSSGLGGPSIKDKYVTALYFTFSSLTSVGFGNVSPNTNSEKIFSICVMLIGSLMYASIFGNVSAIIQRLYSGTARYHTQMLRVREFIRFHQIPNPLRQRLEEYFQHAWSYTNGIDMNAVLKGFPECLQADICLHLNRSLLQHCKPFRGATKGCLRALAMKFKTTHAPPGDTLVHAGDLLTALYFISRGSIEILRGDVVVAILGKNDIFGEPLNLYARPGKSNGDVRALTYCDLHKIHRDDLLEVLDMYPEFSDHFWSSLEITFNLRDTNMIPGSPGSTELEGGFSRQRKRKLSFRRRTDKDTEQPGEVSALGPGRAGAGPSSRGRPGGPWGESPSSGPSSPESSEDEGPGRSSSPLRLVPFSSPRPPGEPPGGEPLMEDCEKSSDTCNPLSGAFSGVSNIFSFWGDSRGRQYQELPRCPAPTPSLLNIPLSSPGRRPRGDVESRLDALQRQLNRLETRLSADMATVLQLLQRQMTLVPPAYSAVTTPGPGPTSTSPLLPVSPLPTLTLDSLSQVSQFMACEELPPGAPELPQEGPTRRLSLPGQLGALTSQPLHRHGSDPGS
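U2OS cells transduced with wild-type KCNH2 virus are loaded with FluxOr dye for 45 min, and thallium flux is measured in kinetic reads before and after stimulation buffer. Rate constants are normalized to DMSO controls.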
An asterisk follows results filed as active; ? = inconclusive; . = no result given; & = joins results of further samples; [ ] = dose if it differs, or a comment. Unless noted, the call rests on the fitted dose curve; in most records, active means well fitted curve in the direction sought with a large enough effect; inconclusive means small, poorly fitted or top-dose-only effect, or another doubt; inactive means no such curve, though single readings can be large; an effect the other way counts as inactive or inconclusive. Unless noted, on the % scale 0 is the no-effect control and ±100 the full control effect.

SMILES | B2AR arrestin | Coupling enz | uPA surface inh | Giardia killer | Eya2 phos inh | GALK inh | PKM2 act | KCNH2 3.1 inh | BCR signal inh | USP2a block | hERG WT inh
O=C(Nc1cccc(-c2ccc(N3CCCCC3)nn2)c1)c1ccco1 | 0.3% | . | -14.0% | ? | 2.7% | . | . | 6.8 | ? | 3.8% | -12.7
COC(=O)c1scc(C)c1NS(=O)(=O)c1ccc(NC(C)=O)cc1 | 0.5% | 4.5 | 0.2% | -10.0 | 1.9% | 2.0% | 4.5% | 13.7 | 0.9% | -0.6% | 5.9
O=C(O)c1ccc(NC(=O)C2CC=CCC2C(=O)O)cc1 (configuration not stated) | -0.7% | 7.6 | 1.5% | 6.7 | -5.0% | 6.3% | -4.4% | 15.3 | 0.6% | 1.2% | -1.8
CCC(C)NC(=O)CCSc1ccc(C)cc1 (configuration not stated) | -1.1% | -0.7 | -12.7% | -9.2 | 6.4% | 3.1% | -6.7% | -6.4 | -3.2% | 1.9% | 4.5
COc1ccc(CCN2C(=O)NC(NS(=O)(=O)c3ccc(Cl)cc3)(C(F)(F)F)C2=O)cc1OC (configuration not stated) | -1.1% | 1.7 | 0.4% | 4.7 | -13.6% | 2.0% | 2.8% | -7.3 | ? | 5.2% | -4.3
O=C(c1ccccc1)N1CCN=C1SCc1ccc([N+](=O)[O-])cc1 | -0.8% | 2.8 | -11.8% | 11.6 | 2.6% | 0.0% | -15.6% | -9.0 | -1.3% | 4.8% | 25.9
O=C(NCc1ccccn1)C1CC(c2ccc(Cl)c(Cl)c2)=NO1 (configuration not stated) | 0.4% | 2.8 | -9.3% | -3.6 | 8.6% | -0.2% | -0.1% | -6.1 | -7.4% | -0.1% | -18.4
O=C1NC(=Nc2ccc3ccccc3c2)S/C1=C/c1ccco1 | 0.4% | 0.3 | 21.1% | -26.2 | 13.4% | -0.1% | 1.6% | -19.5 | -2.8% | ? | 5.8
Cn1c(N)c(C(=O)COC(=O)/C=C/c2ccc(OC(F)F)cc2)c(=O)n(C)c1=O | -0.7% | 2.9 | -2.9% | -24.1 | -2.8% | 2.2% | 0.9% | -9.6 | 13.8% | 0.3% | -5.6
COc1ccc2c(c1)CCc1sc(NC(=O)c3ccc(C)cc3)nc1-2 | -0.7% | . | 6.3% | -3.4 | 0.8% | -2.8% | 5.6% | -6.1 | ? | -3.8% | -9.5
CCOC(=O)c1cnn(C)c1NC(=O)c1ccc(Cl)cc1Cl | 0.1% | -0.1 | -3.6% | 0.2 | -0.9% | 3.4% | . | 0.9 | 3.6% | -1.2% | -9.0
COC1=C(OC)c2ccccc2C(C(=O)O)N/C1=C(/C)Nc1ccncc1 (configuration not stated) | -0.2% | 0.1 | 4.7% | -1.1 | -5.3% | 3.4% | 10.0% | -1.0 | ? | -2.3% | 0.0
CCN1C(=NCc2ccccc2)N[C@@H](c2ccccc2)[C@H](C(=O)OC)[C@H]1C | -0.7%&-0.9% | 5.2&-1.8 | -2.0% | -12.7 | 0.9%&17.6% | . | -0.5%&-0.2% | -5.5 | -11.5%&-8.2% | 0.7%&0.9% | -4.6
CCCC(=O)N1CCN(c2nc3ccc(CC)cc3s2)CC1 | -0.4% | . | 9.8% | ? | 1.7% | -8.5% | . | 32.4 | 1.2% | 2.7% | 10.4
Cc1sc2nc(CSC(C)C(=O)N3CCOCC3)[nH]c(=O)c2c1C (configuration not stated) | 0.0% | -1.7 | -0.2% | 7.3 | -5.5% | 2.3% | -1.2% | -8.7 | 0.4% | 0.7% | -2.4
O=C(Nc1ccc([N+](=O)[O-])cc1)Nc1cnccn1 | -0.3% | . | -15.3% | -15.9 | -1.3% | -4.9% | -7.5% | -21.0 | ? | 2.3% | 14.9
CC(=O)c1c(C)[nH]c(C(=O)CSc2nnc(C3CCCCC3)n2N)c1C | -0.9% | -1.0 | -1.8% | -25.8 | 17.4% | -3.1% | 2.0% | -1.2 | ? | 0.5% | -2.2
CC(C)(C)[C@H]1CCC(=O)N([C@H](CC#N)Cc2ccccc2)CC1 | -0.9% | 1.2 | -4.7% | -13.3 | -11.6% | . | -0.4% | -0.6 | 1.1% | -1.1% | 7.4
O=C1/C(=C\c2ccc([N+](=O)[O-])cc2)CCc2ccccc21 | 0.1% | 1.7 | -3.0% | -90.8* | -11.8% | . | -20.2% | -35.5 | 1.1% | -0.1% | 25.1
CC(C)C(=O)NCCc1c[nH]c2ccccc12 | 3.3% | -0.1 | -7.6% | 0.2 | 1.1% | 1.2% | -12.8% | 5.0 | 3.8% | 1.4% | -0.1
O=[N+]([O-])c1cc(C(F)(F)F)cc([N+](=O)[O-])c1N1CCN(S(=O)(=O)c2ccccc2)CC1 | -0.6% | 1.0 | 8.4% | -9.7 | -4.0% | -0.6% | -4.6% | -20.1 | 5.2% | -0.4% | 20.6
O=C(Nc1ccccc1C(=O)O)c1ccc(NC(=O)C2CC2)cc1 | -0.1% | . | 7.94µM* | ? | -5.3% | -1.0% | 1.9% | 5.2 | -1.9% | 1.9% | -0.1
Cc1occc1C(=O)N/N=C/c1c(O)ccc2ccccc12 | 0.4% | 5.2 | -13.2% | -6.7 | -3.7% | 2.2% | . | 0.7 | ? | -8.0% | -3.0
O=C(NS(=O)(=O)c1ccc(NC(=O)C2CCCO2)cc1)c1ccccc1 (configuration not stated) | -0.3% | -1.7 | . | -7.7 | -4.9% | -0.6% | 0.8% | 1.6 | 15.2% | 1.7% | 2.7
CCOc1ccc(C(C)=O)cc1N1C(=O)C2C3C=CC(O3)C2C1=O (configuration not stated) | -0.8% | 2.8 | . | -7.0 | 16.1% | -3.2% | 1.6% | -3.1 | ? | 2.0% | -15.9
Carrying on:
SMILES | B2AR arrestin | Coupling enz | uPA surface inh | Giardia killer | Eya2 phos inh | GALK inh | PKM2 act | KCNH2 3.1 inh | BCR signal inh | USP2a block | hERG WT inh
COCCCN1C(=O)C(O)=C(C(=O)c2ccco2)C1c1cccc(Br)c1 (configuration not stated) | 0.1% | -8.0 | 5.8% | 13.0 | 4.7% | 3.1% | -4.2% | 20.5 | -1.2% | 0.0% | -4.9
CCn1cc(CNC(=O)c2cccc([N+](=O)[O-])c2)c(C)n1 | -0.4% | 0.8 | 3.5% | 30.2[activator] | -0.6% | 0.6% | 1.8% | 16.5 | 0.6% | 3.7% | -1.4
COc1ccc(/C=C/C2=Nc3ccccc3NC(C)(C)C2)cc1OC | 1.3% | -1.0 | ? | -17.3 | 11.0% | -3.2% | 5.6% | 9.1 | -17.4% | 8.1% | 9.8
COc1ccc(NC(=O)c2cc(C)nc3ccccc23)cc1S(=O)(=O)Nc1ccccc1Cl | -0.1% | 0.6 | 7.5% | -14.8 | -8.1% | . | 6.7% | -8.6 | -9.3% | -1.7% | -4.6
CCCC(=O)Nc1ccc(S(=O)(=O)N2CCOCC2)cc1 | -0.8% | 0.4 | -0.6% | -3.2 | 2.5% | -1.0% | -0.8% | 2.5 | -11.4% | 1.6% | -0.7
CCCCCN(C(=O)CCC(=O)OCC(=O)N(CC)C1CCCCC1)c1c(N)n(CCCC)c(=O)[nH]c1=O | 0.3% | . | 4.1% | 17.8 | 22.5% | . | . | 5.6 | -0.2% | 1.6% | -0.7
Cc1ccc(N2C(=O)C3N=NN(CC(=O)N4N=C(c5ccccc5)CC4c4ccccc4)C3C2=O)cc1 (configuration not stated) | -0.8% | -3.7 | 1.1% | -4.7 | -11.2% | -0.8% | -1.0% | -2.4 | 9.1% | -6.3% | 9.2
CCn1c(O)c(N=N)c2ccccc21 | 0.1% | -1.3 | 1.8% | -6.7 | -8.5% | -5.4% | -2.5% | -25.9 | -1.8% | 0.3% | 0.0
COC(=O)/C=C1/SC(=NC(=O)c2ccccc2)NC1=O | -0.2% | 4.5 | -1.9% | 5.0 | 3.4% | -4.0% | -0.2% | 2.9 | 12.8% | 4.3% | -1.5
Cc1c(/C=N\NC(=O)c2ccc(F)cc2)cnn1C | -0.3% | 2.3 | 5.2% | -29.5 | -1.0% | . | -6.9% | 0.3 | ? | 1.0% | 3.1
COc1ccc(C/C(N)=N/OC(=O)Cc2ccccc2)cc1 | 0.1% | 2.0 | -0.2% | -1.1 | 2.5% | -0.4% | -3.3% | 0.0 | ? | 1.3% | -5.4
CCOC(=O)Cc1ccc(NC(=O)c2ccc(C(C)(C)C)cc2)cc1 | -0.4% | -3.1 | -15.2% | ? | -19.4% | -0.2% | 0.0% | 12.0 | -26.7% | -1.8% | -12.7

2 compounds from above with just GALK inh, PKM2 act and uPA surface inh:
| SMILES | GALK inh | PKM2 act | uPA surface inh |
| --- | --- | --- | --- |
| CC(C)C(=O)NCCc1c[nH]c2ccccc12 | 1.2% | -12.8% | -7.6% |
| O=[N+]([O-])c1cc(C(F)(F)F)cc([N+](=O)[O-])c1N1CCN(S(=O)(=O)c2ccccc2)CC1 | -0.6% | -4.6% | 8.4% |
